Assay outcomes deposited in PubChem by National Center for Advancing Translational Sciences (NCATS).
EPAC1 antagonist: blocks human EPAC1 exchange factor. EPAC1 GEF assay, Rap1b-BODIPY-GDP exchange fluorescence. 360,000 tested, 0.14% active. Potency, µM (titrated, usually from 115 µM), inactives show top-dose activity change, negative = inhibition, hits mostly inhibitors. O95398. AID 720709;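 note: potency is the fitted concentration of half-maximal effect; plate controls were vehicle for no effect and positive control for full effect; nearly all actives have a fitted effect of over 50% in size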
EPAC2 antagonist: antagonists of human EPAC2; EPAC2 GEF exchange of Rap1B-BODIPY-GDP, fluorescence; Potency, µM (doses to about 114 µM), inactives show at the top dose activity, negative = inhibition, actives largely listed as inhibitors; 360,000 tested, 0.18% active; AID 720708; note: potency is the fitted concentration of half-maximal effect; % is set by controls: 0 for no effect and ±100 for the full control effect; nearly all actives have a fitted effect of over 45% in size; many of its hits are not listed in these tables
Mm-Cpn inhibitor: blocks the Methanococcus maripaludis chaperonin Mm-Cpn; purified Mm-Cpn ATPase, ADP Transcreener TR-FRET; Potency, µM (titrated, usually from 76.9 µM), for inactives: at the highest dose activity, negative = inhibition, actives largely listed as inhibitors; 330,000 tested, 0.031% active; AID 504842; note: potency is the fitted concentration of half-maximal effect; % is set by controls: 0 for no effect and ±100 for the full control effect; nearly all actives have a fitted effect of over 80% in size
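ATPase read-out: TR-FRET ADP immunoassay (anti-ADP Eu cryptate vs ADP-d2), ex 320 nm, em 590/665 nm; signal drops as ADP forms. Enzyme 25 nM, ATP 10 uM, 30 min at 37°C after 10 min compound preincubation.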
CCT chaperon mod: changes cytosolic chaperonin activity; purified chaperonin ATPase assay, HTRF ADP detection, 30 min; activity change, % (test concentration not listed), hits read low; 360,000 tested, 0.3% active; AID 651819; in the data active = activity change below about -30%; note: % is set by controls: 0 for no effect and ±100 for the full control effect
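TRiC (40 or 20 nM final, by batch activity) in 30 mM Tris pH 7.4, 100 mM KCl, 5 mM MgCl2, 1 mM DTT was treated with compound at 76 uM single dose, then 10 uM ATP, 30 min at 37 °C. ADP was read by HTRF Transcreener.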
PLK1 PBD block: inhibitors of human PLK1 polo-box domain binding; Plk1 PBD binding of FITC phosphopeptide, fluorescence polarization; Potency, µM, for inactives: max response, negative = inhibition, hits mostly inhibitors; 360,000 tested, 2.8% active; AID 720504; note: potency is the fitted concentration of half-maximal effect; series mostly up to about 57 µM; % is set by controls: 0 for no effect and ±100 for the full control effect; nearly all actives have a fitted effect of over 65% in size
Target sequence (P53350 whole entry, looked up, the tested form may be a part): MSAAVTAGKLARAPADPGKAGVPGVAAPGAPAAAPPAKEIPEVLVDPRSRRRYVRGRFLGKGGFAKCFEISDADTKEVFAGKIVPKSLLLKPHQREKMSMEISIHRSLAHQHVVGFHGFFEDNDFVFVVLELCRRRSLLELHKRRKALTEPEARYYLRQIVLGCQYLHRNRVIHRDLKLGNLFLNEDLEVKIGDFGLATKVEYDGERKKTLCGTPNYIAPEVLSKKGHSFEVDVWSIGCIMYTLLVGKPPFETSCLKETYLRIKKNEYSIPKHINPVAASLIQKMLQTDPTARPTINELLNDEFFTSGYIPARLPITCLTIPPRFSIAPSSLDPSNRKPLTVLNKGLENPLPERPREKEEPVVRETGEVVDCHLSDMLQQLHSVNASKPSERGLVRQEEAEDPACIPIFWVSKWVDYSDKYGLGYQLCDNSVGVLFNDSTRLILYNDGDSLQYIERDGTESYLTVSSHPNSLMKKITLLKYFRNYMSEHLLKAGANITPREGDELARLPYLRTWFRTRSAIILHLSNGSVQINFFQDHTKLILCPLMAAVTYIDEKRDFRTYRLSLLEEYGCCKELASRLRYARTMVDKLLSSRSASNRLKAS
PI5P4Ka inh: PI5P4K alpha (human) kinase inhibition; 330,000 tested, 1.2% active; AID 652105; PI5P4Kalpha enzyme, ADP-Glo luminescence, 60 min; hits give low values; max response, %; P48426; active = max response of -50% or lower; inconclusive = between -30% and -50%; inactive = -30% or higher; note: value at the top dose of about 77 µM; % is set by controls: 0 for no effect and ±100 for the full control effect
Target sequence (P48426 whole entry, looked up): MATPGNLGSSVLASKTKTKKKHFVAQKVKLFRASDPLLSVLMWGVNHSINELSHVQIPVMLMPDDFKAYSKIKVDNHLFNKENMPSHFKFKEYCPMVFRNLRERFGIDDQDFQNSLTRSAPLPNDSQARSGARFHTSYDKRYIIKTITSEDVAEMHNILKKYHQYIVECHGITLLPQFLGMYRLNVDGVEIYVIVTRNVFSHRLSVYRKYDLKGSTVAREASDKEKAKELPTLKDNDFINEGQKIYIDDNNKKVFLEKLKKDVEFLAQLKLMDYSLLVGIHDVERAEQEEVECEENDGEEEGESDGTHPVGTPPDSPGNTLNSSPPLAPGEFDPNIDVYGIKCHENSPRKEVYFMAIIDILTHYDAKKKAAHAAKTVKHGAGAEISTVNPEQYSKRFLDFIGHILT
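PI5P4Kalpha ADP-Glo assay; 5 microM ATP final; 60 min RT reaction; HEPES pH 7.4/EGTA/CHAPS, 5% DMSO; controls lacking substrate or enzyme; luminescent end-point.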
EPAC1 ag: EPAC1 (human) agonism; O95398; EPAC1 agonist qHTS, biochemical assay; response scale: 100% = response to 6.5 mM cAMP; Potency, µM (top dose mostly 154 µM), without a hit: at the highest dose activation, hits mostly activators; 360,000 tested, 0.073% active; note: potency is the fitted concentration of half-maximal effect; nearly all actives have a fitted effect of over 60% in size
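Normalized to 6.5 mM cAMP, activity reflects EPAC1-catalysed release of BODIPY-GDP from Rap1B, followed kinetically over 30 min at 480 nm excitation, 540 nm emission. Reaction contained 100 nM EPAC1, 250 nM Rap1B-BODIPY-GDP, 50 uM GDP.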
WRN helicase inh: blocks human WRN helicase; Q14191; WRN helicase unwinding, fluorescent forked duplex, kinetic; Potency, µM (titrated, usually from 114 µM), without a hit: at the top dose activity change, negative = inhibition, actives largely listed as inhibitors; 360,000 tested, 0.46% active; note: potency is the fitted concentration of half-maximal effect; % is set by controls: 0 for no effect and ±100 for the full control effect; nearly all actives have a fitted effect of over 55% in size
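Fluorescence dequenching readout, ex 525 nm/em 598 nm, kinetic mode: forked duplex DNA (100 nM final) with adjacent fluorophore and quencher unwound by WRN (20 nM final) with 2 mM ATP. Compound preincubation 15 min, room temperature.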
* hit, by the source's call; ? = inconclusive; · = not tested or not shown; [ ] = another dose, or the depositor's remark. Unless noted, calls come from the whole dose curve; as a rule, active = well fitted curve in the direction sought with a large enough effect; inconclusive = small, poorly fitted or top-dose-only effect, or another doubt; inactive = no such curve, though single readings can be large; an effect the other way counts as inactive or inconclusive. Not all compounds are listed; the hit share may differ from the screen's.

nr	Structure	EPAC1 antagonist	EPAC2 antagonist	Mm-Cpn inhibitor	CCT chaperon mod	PLK1 PBD block	PI5P4Ka inh	EPAC1 ag	WRN helicase inh
1	Cc1cc(C(=O)Nc2ccc3ccccc3c2)c(C)o1	-3%	-2%	1%	-1.1	-9%	2	-8%	-17%
2	Cc1nn(Cc2ccc(F)cc2)c(C)c1NC(=O)c1cnn2c1NC(c1cccs1)CC2C(F)(F)F (centres undefined)	-10%	-13%	-2%	-1.5	-7%	·	8%	-7%
3	COc1cc(OC)c(C(=O)CCCN2CCCC2)c(OC)c1	-3%	3%	-5%	1.5	-2%	-12	1%	-2%
4	CC(=O)C1=CCC(c2ccccc2)N(Cc2ccccc2)C1 (centres undefined)	-8%	?	·	·	-2%	7	13%	-4%
5	CCc1nc2ccccc2c(C(=O)NCc2ccc(OC)cc2)c1C	4%	1%	-2%	1.0	-4%	3	1%	0%
6	COc1ccc2cc(C#CC3=CC(=O)C[C@H](c4ccc(F)cc4)C3)ccc2c1	-6%	3%	·	1.2	-6%	4	-3%	-2%
7	COc1ccc([N+](=O)[O-])cc1N(CC(O)CN1CCOCC1)S(=O)(=O)c1ccccc1 (centres undefined)	-2%	6%	-5%	1.2	?	-5	-7%	3%
8	CN(C)CC(C)(C)CNC(=O)c1cc(Br)cc(Br)c1O	0%	-1%	0%	0.3	-1%	1	0%	-1%
9	CC(C)(C)C(=O)Nc1ccc(N2CCCC2)cc1	13%	16%	-8%	1.6	-3%	-10	-27%	10%
10	COC(=O)c1ccccc1NC(=O)CSc1n[nH]c(CC(C)C)n1	4%	4%	3%	0.5	1%	-14	-11%	-6%
11	CC1CCN(Cc2c(C(=O)N/N=C/c3ccccc3O)nnn2-c2nonc2N)CC1	-22%	-1%	-2%	-0.3	-6%	2	-3%	-8%
12	O=C(Nc1ccccc1)Oc1ccc[nH]c1=O	1%	-11%	-1%	-4.7	15µM*	-2	1%	-1%
13	COC(=O)c1c(NC(=O)CSc2nnnn2-c2ccccc2)sc2c1CCC(C(C)(C)C)C2 (centres undefined)	-13%	11%	1%	1.4	0%	7	-19%	-7%
14	O=S(=O)(c1ccc(F)cc1)N1CCN(C(=S)NCC2CCCO2)CC1 (centres undefined)	-6%	-4%	-1%	0.9	-7%	-4	-48%[inhibitor]	-14%
15	Cc1cccc(C)c1NC(=O)Cn1cnc2c(=O)n(C)c(=O)n(C)c21	-1%	9%	0%	-14	-2%	·	-4%	12%
16	Cc1nc2cc(N)ccc2n1-c1ccccc1	1%	-8%	0%	0.7	?	-10	2%	10%
17	CCOC(=O)c1ccc(NC(=O)Cc2cccs2)cc1	7%	-4%	0%	2.5	-3%	2	12%	-1%
18	O=C(NCC1CCCO1)c1cccc(S(=O)(=O)NCc2ccccc2)c1 (centres undefined)	3%	-8%	0%	-2.9	-2%	0	-6%	-11%
19	Cc1csc(=O)n1CCC(=O)OCC(=O)NCc1ccc(Cl)cc1Cl	-1%	18%	1%	-1.1	-2%	0	-4%	9%
20	CCOC(=O)C1(CC2CC2)CCN(Cc2cnc(-c3ccccc3C)nc2)CC1	-6%	-22%	-1%	-1.9	2%	5	-3%	-1%
21	O=C(COc1ccc(Br)cc1Br)NC(=S)N1CCCc2ccccc21	-11%	0%	-2%	-5.0	-16%	·	13%	-1%
22	COCCN(Cc1ccccc1)C(=O)c1cccc(S(=O)(=O)N2CCN(Cc3ccccc3)CC2)c1	-7%	-24%	·	1.6	4%	12	13%	-5%
23	CC(=O)c1c(C)[nH]c(C(=O)Nc2cc(F)ccc2C)c1C	3%	0%	-7%	-0.6	-3%	2	3%	-5%
24	CC1CCCC(NC(=O)COC(=O)c2cc(=O)[nH]c3ccccc23)C1C (centres undefined)	15%	-19%	-6%	-0.8	-1%	3	6%	1%

3 compounds from above with just PLK1 PBD block and PI5P4Ka inh:
entry | compound | PLK1 PBD block | PI5P4Ka inh
16 | Cc1nc2cc(N)ccc2n1-c1ccccc1 | ? | -10
17 | CCOC(=O)c1ccc(NC(=O)Cc2cccs2)cc1 | -3% | 2
18 | O=C(NCC1CCCO1)c1cccc(S(=O)(=O)NCc2ccccc2)c1 (centres undefined) | -2% | 0

(further entries)
nr	Structure	EPAC1 antagonist	EPAC2 antagonist	Mm-Cpn inhibitor	CCT chaperon mod	PLK1 PBD block	PI5P4Ka inh	EPAC1 ag	WRN helicase inh
25	Cc1nc2cc(NS(=O)(=O)c3cccc(F)c3)ccc2s1	-7%	4%	-2%	-1.2	3%	0	-9%	4%
26	O=C(NCCc1ccccc1)c1c[nH]c2ccc(F)cc2c1=O	-7%	-1%	·	-1.9	-9%	10	0%	1%
27	C/C(Cc1ccccc1)=N\NC(=O)CNC(=O)c1cccc(Cl)c1	-6%	-15%	1%	1.4	4%	0	9%	-7%
28	O=C(CSc1nnc2n1CCCCC2)NCc1ccccc1	7%	13%	·	0.0	7%	4	-12%	8%
29	Cc1cccc(OCC(=O)NCCNC(=O)c2ccncc2)c1	-2%	0%	-1%	0.3	0%	1	-10%	0%
30	O=C(CN1C(=O)C(c2ccc(F)cc2)=NC12CCCC2)Nc1ccc(F)cc1	-14%	-4%	-2%	-0.5	-14%	4	-6%	-9%
31	Cc1ccc(Cn2cc(CN3CC(N4CCCCC4)CS3(=O)=O)nn2)cc1 (centres undefined)	-7%	1%	·	0.3	-4%	3	-5%	-6%
32	O=C(NCc1ccco1)C12CN(Cc3ccccc3)CC1C(c1ccc([N+](=O)[O-])cc1)=NO2 (centres undefined)	3%	-18%	-1%	0.7	-9%	-1	3%	-7%
33	COc1ccc(/C=N/NC(=O)C(C)n2cnc3ccccc3c2=O)cc1OC (centres undefined)	22%	12%	1%	-1.4	4%	-3	2%	-3%[57.1 µM]
34	Cc1c(NC(=O)CSc2nnnn2Cc2ccccc2)c(=O)n(-c2ccccc2)n1C	5%	-3%	-2%	-4.7	-11%	·	10%	2%
35	COc1cc(C2=NOC(C(=O)NCc3ccccn3)C2)cc(OC)c1OC (centres undefined)	7%	6%	0%	-0.2	1%	·	-6%	2%
36	Nc1ccc(C(=O)OCc2csc(-c3ccccc3)n2)cc1[N+](=O)[O-]	-3%	5%	0%	-0.8	-16%	-4	-1%	-2%

Of the compounds above, 3 have a thiophene ring, fused or not.
nr	Structure	EPAC1 antagonist	EPAC2 antagonist	Mm-Cpn inhibitor	CCT chaperon mod	PLK1 PBD block	PI5P4Ka inh	EPAC1 ag	WRN helicase inh
2	Cc1nn(Cc2ccc(F)cc2)c(C)c1NC(=O)c1cnn2c1NC(c1cccs1)CC2C(F)(F)F (centres undefined)	-10%	-13%	-2%	-1.5	-7%	·	8%	-7%
13	COC(=O)c1c(NC(=O)CSc2nnnn2-c2ccccc2)sc2c1CCC(C(C)(C)C)C2 (centres undefined)	-13%	11%	1%	1.4	0%	7	-19%	-7%
17	CCOC(=O)c1ccc(NC(=O)Cc2cccs2)cc1	7%	-4%	0%	2.5	-3%	2	12%	-1%

Continuation.
nr	Structure	EPAC1 antagonist	EPAC2 antagonist	Mm-Cpn inhibitor	CCT chaperon mod	PLK1 PBD block	PI5P4Ka inh	EPAC1 ag	WRN helicase inh
37	C/C(=N\NC(=O)C1COc2ccccc2O1)c1ccccn1 (centres undefined)	-12%	-3%	1%	-3.3	-9%	-10	4%	12%
38	O=C(O)CCn1nnc(-c2ccccc2)n1	-9%	7%	0%	-2.0	21µM*	-14	8%	5%[57.1 µM]
39	CC(C)COC(=O)Nc1ccc(C(=O)O)cc1	9%	13%	1%	-0.9	-2%	·	-4%	7%
40	CCC(C)(C)C1CCC(=NNc2nc3ccccc3[nH]2)CC1 (centres undefined)	1%	4%	-1%	-1.7	-21%	1	10%	-3%
41	CC1CCCN(C(=S)SCC(=O)c2cc(Br)cc(Br)c2O)C1 (centres undefined)	-11%	9%	-1%	0.0	-10%	-4	-2%	89µM*
42	Cc1ccccc1C(=O)N1CCN(c2ccc(NC(=O)c3cccnc3)cc2)CC1	-16%	-4%	1%	-0.5	-9%	-1	5%	-1%
43	COc1ccc(CC(=O)Nc2ccc3c(c2)CCC3)cc1S(=O)(=O)N1CCOCC1	-4%	-2%	1%	-1.1	-25%	-12	4%	4%
44	O=c1oc2ccc3ccccc3c2cc1-c1nnc(-c2cccs2)o1	-6%	18%	1%	0.9	-2%	1	1%	4%
45	OCCN(CCO)c1ccc(C(c2ccc(Cl)cc2)c2ccc(N(CCO)CCO)cc2Cl)c(Cl)c1	10%	5%	3%	-4.8	-8%	-7	7%	7%
46	N#Cc1ccc(-c2nc3ccc(Cl)cn3c2Cc2ccsc2)cc1	-5%	-13%	·	1.3	?	-6	7%	-16%
47	O=C(COC(=O)c1cc(S(=O)(=O)N2CCCCC2)ccc1Cl)NC1CCCCC1	-16%	4%	·	-0.3	-6%	-6	3%	2%
48	Cc1nc2sc(C(c3cccs3)N3CC(C)CC(C)C3)c(O)n2n1 (centres undefined)	0%	-12%	0%	-1.0	-10%	3	0%	-3%
49	COCCN(CC(=O)NCc1ccc(OC)cc1)C(=O)CCC(=O)Nc1nccs1	-21%	-4%	-2%	-3.5	-8%	1	-1%	-1%
50	Cc1ccc(NC(=O)CN2CCc3ccccc3C2)cc1S(=O)(=O)N1CCOCC1	-22%	-1%	1%	0.1	1%	3	-2%	-4%
51	COc1ccc(/C=C/CN2CCCC(C(=O)c3cc(F)ccc3F)C2)cc1 (centres undefined)	-4%	-6%	0%	1.1	3%	0	10%	-5%
52	O=C(N=C1SC2CS(=O)(=O)CC2N1c1ccc(F)c(Cl)c1)C1CC1 (centres undefined)	-14%	-16%	-1%	0.2	-6%	3	1%	-6%
53	CCCCCc1ccc(-c2ccc(/C=C/C(=O)O)cc2)nc1	8%	9%	0%	0.7	?	11	-11%	-13%
54	COc1ccc(NC(=O)CSc2nnc(-c3ccccn3)n2N)c(OC)c1	-1%	-5%	0%	-3.0	-13%	0	7%	-10%
